# PI5P4Ka inh: PI5P4K alpha (human) kinase inhibition; P48426; PI5P4Kalpha enzyme, ADP-Glo luminescence, 60 min; active compounds read low; max response, %; 330,000 tested, 1.2% active; AID 652105; active = max response of -50% or lower; inconclusive = between -30% and -50%; inactive = -30% or higher; also: value at the top dose of about 77 µM; % is scaled to controls: 0 for no effect and ±100 for the full control effect
#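 Human PI5P4Kalpha with substrate in 0.038 M HEPES pH 7.4, 0.28 mM EGTA, 0.1% CHAPS, 5% DMSO; reaction started with 5 microM ATP (final), 60 min at room temperature. ADP formed read by ADP-Glo luminescence.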
# WRN inhibitor: blocks human WRN helicase; Q14191; WRN helicase unwinding, fluorescent forked duplex, kinetic; Potency, µM (series often up to 114 µM), without a hit: at the top dose activity change, negative = inhibition, most hits filed as inhibitors; 360,000 tested, 0.46% active; also: potency is read from the fitted curve at half-maximal effect; % is scaled to controls: 0 for no effect and ±100 for the full control effect; nearly all actives have a fitted effect of over 55% in size
#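 WRN at 20 nM final was preincubated with compound for 15 min at room temperature; reaction started with 100 nM forked duplex oligonucleotide carrying fluorophore and quencher plus 2 mM ATP (final). Unwinding followed kinetically by red fluorescence (ex 525/em 598 nm).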
# Abeta rescue: A-beta toxicity reversal in yeast; yeast expressing A-beta42, growth rescue, OD600, 48 h; response scale: 0% DMSO, 100% iron-clioquinol control; 410,000 tested, 0.063% active; Potency, µM (titrated, usually from 46.1 µM), inactives show at the highest dose growth rescue, usual class: activators; also: potency is read from the fitted curve at half-maximal effect; nearly all actives have a fitted effect of over 55% in size
#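 Growth rescue measured by 600 nm absorbance after 48 h yeast culture at 30 C with compound. Values normalized between DMSO and an equimolar ferric chloride plus clioquinol control.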
# EPAC1 antagonist: blocks human EPAC1 exchange factor; O95398; Potency, µM (top dose mostly 115 µM), inactives show at the top dose activity change, negative = inhibition, most hits filed as inhibitors; EPAC1 GEF assay, Rap1b-BODIPY-GDP exchange fluorescence; 360,000 tested, 0.14% active; AID 720709;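 also: potency is read from the fitted curve at half-maximal effect; plate controls were vehicle for no effect and positive control for full effect; nearly all actives have a fitted effect of over 50% in size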
# Target sequence (O95398 whole entry, looked up): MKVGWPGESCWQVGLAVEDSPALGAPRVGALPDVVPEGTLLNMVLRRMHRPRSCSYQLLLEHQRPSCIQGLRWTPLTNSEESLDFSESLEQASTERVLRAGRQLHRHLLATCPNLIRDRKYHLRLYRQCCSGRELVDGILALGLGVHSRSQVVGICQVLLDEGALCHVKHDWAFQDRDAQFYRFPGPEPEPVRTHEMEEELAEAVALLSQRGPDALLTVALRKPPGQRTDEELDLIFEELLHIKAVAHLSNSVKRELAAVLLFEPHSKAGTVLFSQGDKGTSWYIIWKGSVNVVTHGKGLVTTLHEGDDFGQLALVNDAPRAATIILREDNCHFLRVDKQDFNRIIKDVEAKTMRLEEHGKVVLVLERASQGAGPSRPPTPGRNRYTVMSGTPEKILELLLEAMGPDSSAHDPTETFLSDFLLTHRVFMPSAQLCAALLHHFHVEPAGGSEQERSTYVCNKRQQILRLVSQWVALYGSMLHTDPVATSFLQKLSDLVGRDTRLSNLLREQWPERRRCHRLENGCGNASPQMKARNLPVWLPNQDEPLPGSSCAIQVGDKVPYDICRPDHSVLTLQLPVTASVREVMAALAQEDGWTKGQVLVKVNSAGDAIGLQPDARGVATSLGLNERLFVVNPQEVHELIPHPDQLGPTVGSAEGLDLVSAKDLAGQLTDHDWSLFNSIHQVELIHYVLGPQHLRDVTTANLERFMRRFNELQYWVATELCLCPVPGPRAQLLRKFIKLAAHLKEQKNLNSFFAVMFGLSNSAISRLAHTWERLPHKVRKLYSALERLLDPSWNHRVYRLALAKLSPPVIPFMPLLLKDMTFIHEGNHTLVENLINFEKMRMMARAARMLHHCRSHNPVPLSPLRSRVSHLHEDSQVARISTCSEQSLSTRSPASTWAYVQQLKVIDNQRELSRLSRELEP
# EPAC1 ag: activates human EPAC1 exchange factor. 360,000 tested, 0.073% active. AID 720707. EPAC1 agonist qHTS, biochemical assay; response scale: 100% = response to 6.5 mM cAMP. O95398. Potency, µM (doses to about 154 µM), for inactives: at the highest dose activation, most hits filed as activators; also: potency is read from the fitted curve at half-maximal effect; nearly all actives have a fitted effect of over 60% in size
#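 Normalized to 6.5 mM cAMP, activity reflects EPAC1-catalysed release of BODIPY-GDP from Rap1B, followed kinetically over 30 min at 480 nm excitation, 540 nm emission. Reaction contained 100 nM EPAC1, 250 nM Rap1B-BODIPY-GDP, 50 uM GDP.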
# IL2 activator: IL-2 activation. 360,000 tested, 0.065% active. activation, % (series mostly up to about 46 µM). IL-2 activation reporter assay, cell-based qHTS; stimulated with anti-CD3/CD4/CD28 beads; in transgenic mouse T cells; in the data active = activation above about 50%; inconclusive = mostly about 30% to 49%; also: 0% is about no effect
#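 Using fluorescent plate cytometry, EGFP and DsRed are detected in transgenic mouse T cells stimulated 18 h at 37 degrees C with antibody-coated beads after 60 min compound pretreatment.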
# PLK1 PBD block: inhibitors of human PLK1 polo-box domain binding. Plk1 PBD binding of FITC phosphopeptide, fluorescence polarization. Potency, µM, for the others: max response, negative = inhibition, most hits filed as inhibitors. 360,000 tested, 2.8% active. AID 720504; also: potency is read from the fitted curve at half-maximal effect; series mostly up to about 57 µM; % is scaled to controls: 0 for no effect and ±100 for the full control effect; nearly all actives have a fitted effect of over 65% in size
# aSyn yeast inh: rescues yeast growth from alpha-synuclein toxicity; 370,000 tested, 0.14% active; AID 652106; Yeast expressing alpha-synuclein, growth rescue, BacTiter-Glo, 24 h; Potency, µM (titrated, usually from 46.1 µM), for inactives: at the top dose growth rescue (activation), usual class: activators; also: potency is read from the fitted curve at half-maximal effect; % of control where 0% means no effect; nearly all actives have a fitted effect of over 65% in size
#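 Rescue of yeast growth: cells expressing toxic alpha-synuclein, induced in galactose at OD600 0.02, incubated with compound 24 h at 30 C. ATP luminescence quantified growth; inhibitors of toxicity appear as activators.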
# FUS suppressor: suppressors of FUS proteinopathy in yeast | S. cerevisiae FUS-expressing, growth rescue, OD600, 24 h | Potency, µM (titrated, usually from 76.6 µM), without a hit: at the top dose growth rescue (activation), actives largely listed as activators | 390,000 tested, 0.24% active | AID 1347120;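 also: potency is read from the fitted curve at half-maximal effect; plate controls were DMSO vehicle for no effect and reference control for full effect; nearly all actives have a fitted effect of over 55% in size; some results filed as inactive show a strong effect at the top dose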
#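 Quantitative HTS measuring growth restoration of FUS-toxic yeast. Galactose-induced cells (OD 0.005) were exposed 24hr at 30C to compounds at several concentrations, then absorbance at 600 nm was recorded.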
# The depositor's hits bear a star; ? = inconclusive; / = not tested or not shown; & = joins results of further samples; [ ] = another dose, or the depositor's remark. Unless noted, calls follow the shape of the dose curve; as a rule, active = well fitted curve in the direction sought with a large enough effect; inconclusive = small, poorly fitted or top-dose-only effect, or another doubt; inactive = no such curve, though single readings can be large; an effect the other way counts as inactive or inconclusive.
SMILES,PI5P4Ka inh,WRN inhibitor,Abeta rescue,EPAC1 antagonist,EPAC1 ag,IL2 activator,PLK1 PBD block,aSyn yeast inh,FUS suppressor
COc1cc(N)c(C(O)c2nccc3cc(OC)c(OC)cc23)cc1OC (stereo not given),9,-6%,-2%,-3%,-6%,-1.7,-1%,1%,33%
COc1cc(Br)cc(C(c2c(C)n(C)n(-c3ccccc3)c2=O)c2c(C)n(C)n(-c3ccccc3)c2=O)c1O,0,0%,-14%,-10%,10%,-0.9,-10%,-2%,27%
Cc1ccccc1C(=O)Nc1ccc2nc3n(c(=O)c2c1)CCC3,1,-6%,-17%,-15%,-8%,-3.9,-7%,-4%,-8%
Cc1ccc(COC(=O)c2cccc(S(=O)(=O)N3CCCCC3)c2)cc1,-4,-12%,19%,-8%,8%,-5.2,-1%,-10%,4%
Cc1cccc(C(=O)OCC(=O)N2CC(C)OC(C)C2)c1C (stereo not given),1,-11%,-2%,-22%,4%,-0.7,-4%,6%,-1%
CN1CCN(C2Cc3ccc(Cl)cc3Sc3ccc(F)cc32)CC1 (stereo not given),25,-9%,-5%,?,-1%,-2.1,0%,-14%,28%
COc1ccc(N(CC(=O)NCC(C)C)S(=O)(=O)c2ccccc2)cc1,-26,6%,-3%,-8%,6%,-0.3,19µM*,3%,0%
CC(=O)c1cccc(NC(=O)/C(=C\c2cccnc2)NC(=O)c2ccc(C)cc2)c1,0,12%,-1%,-20%,-8%,2.0,-10%,2%,8%
CC(O)CNCc1ccc(-c2ccccc2)cc1 (stereo not given),/,-5%,0%,4%,13%,-1.2,-11%,0%,13%
CC(C)n1cc(CN2CCC(n3nccc3NC(=O)Cc3ccccc3)CC2)cn1,-2,-4%,-4%,7%,-3%,-2.0,2%,1%,/
COC(=O)c1cc(S(=O)(=O)N2CCN(c3ccccc3F)CC2)c[nH]1,1,-13%,9%,-7%,11%,-1.3,-14%,6%,5%
CCCNC(=O)C1CC(=O)N(c2ccc(OCC)cc2)C1 (stereo not given),3,0%[57.1 µM],3%,-17%,-8%,-2.2,1%,-3%,22%
O=C(C1CCC1)N1CCc2cc(S(=O)(=O)NC3CCCc4ccccc43)ccc21 (stereo not given),/,3%,-3%,-3%,-4%,-2.3,-9%,2%,-9%
O=C(CN1CCOCC1)N(c1ccccc1)c1ccc2ccccc2c1,-1,0%,-2%,-4%,0%,-0.2,-12%,5%,24%
COC(=O)c1ccccc1NC(=O)C1=CC(c2cccs2)=NS(=O)(=O)N1C,1,1%,-5%&4%,7%,-4%,-1.7,-4%,-3%,-3%&-7%
COc1ccc(CN=C2NC(=O)CC(C(=O)Nc3cc(C)cc(C)c3)S2)cc1 (stereo not given),-1,8%,-4%,0%,4%,-1.1,-13%,0%,/
O=C(C(=O)N1CCC(c2ccccc2)CC1)c1cccc([N+](=O)[O-])c1,-18,-1%,20%,5%,11%,0.7,-10%,?,27%
CCc1nc2ccc(C(=O)NCc3cccs3)cn2c1N(CC)Cc1cccc(Br)c1,-1,-4%,1%,2%,-3%,-0.2,5%,-19%,10%
CCn1c(SCC(=O)NNC(=O)c2ccco2)nnc1-c1ccco1,7,-15%,-4%,-11%,-10%,0.3,?,-1%,8%
Cc1c(Cl)c(C(=O)N2CCCCCC2)nn1C,1,7%,0%,23%,0%,-3.2,-8%,-1%,2%
CS(=O)(=O)N1CCC(NC(=O)Cc2ccccc2)CC1,-1,2%,3%,2%,-2%,-0.5,-8%,8%,13%
CCC(C)[C@H]1CNCCN1CCc1cccc(F)c1 (stereo not given in full),-4,-4%,-2%,-2%,3%,-0.2,-2%,6%,21%
Cc1ccccc1SCC(=O)N/N=C/c1ccc(F)cc1,14,0%,9%,-6%,3%,-1.2,1%,3%,-2%
COc1cc(C)ccc1OCc1cc(C(=O)NCCN2CCOCC2)no1,-3,-21%,-6%,4%,7%,-1.0,-7%,0%,/
C=CCn1c(=O)c2ccccc2n2c(SCC(=O)c3ccccc3)nnc12,-19,1%,-11%,12%,0%,0.0,24µM*,3%,26%
CC(=O)Nc1ccc(/C=N/Nc2nc3ccccc3[nH]2)cc1,7,-20%,-13%,-3%,13%,-2.1,-3%,11%,-12%
O=C(Nc1nc2ccccc2[nH]1)c1ccc(Cl)c(S(=O)(=O)N2CCCC2)c1,-11,-16%,-23%,-12%,22%,-0.7,-4%,-4%,26%
COc1ccccc1OC(C)C(=O)N1CC(=O)Nc2ccccc21 (stereo not given),6,8%,18%,12%,12%,0.0,-9%,-3%,3%
Oc1[nH]c2ccccc2c1N=Nc1ccc(F)cc1,0,3%,0%,93%[activator],-229%[inhibitor],191*,72%[activator],0%,-13%
O=C1/C(=C/c2ccccc2)CCC1C1CCCC1 (stereo not given),9,8%,-19%,?,-10%,0.2,-18%,-6%,-5%
CN(C)S(=O)(=O)c1cccc(NC(=S)NC(=O)c2ccco2)c1,2,-11%,6%,-7%,1%,0.7,-3%,-2%,2%
COc1ccc(CNC(=O)C(C)Sc2nc3ccccc3c(=O)n2CCCN2CCOCC2)cc1 (stereo not given),-5,9%,-8%,5%,-5%,-0.1,4%,-3%,-4%
C=CCN(CC=C)c1nc2ccccc2nc1C(C#N)C(=O)OCCOC (stereo not given),10,-14%,-6%,-17%,2%,-0.5,0%,4%,?
COCc1cc(C)nc(Nc2ccc(C)cc2C)c1C#N,/,7%,10%,16%,-9%,-0.1,0%,1%,-3%
CCCCN(CCCC)CCNC(=O)c1cn(C)c2ccc(S(=O)(=O)N3CCCC3)cc2c1=O,-1,-11%,-7%&-18%,7%,7%,-3.6,2%,9%,10%&-10%
CCN1CCCC1CNC(=O)c1ccc(N2CCOCC2)c(NS(=O)(=O)c2ccc(OC)cc2)c1 (stereo not given),6,-12%,-5%,10%,-1%,0.6,-6%,1%,4%
CCc1nc2c(C#N)c(-c3ccc(Cl)cc3)ccn2n1,-2,7%,-48%[inhibitor],-18%,-5%,-1.0,-2%,-10%,16%
CCn1cc(CNC(=O)c2cc(Cl)ccc2OC)c(C)n1,0,2%,11%,-13%,0%,0.0,-3%,-4%,-3%
C=CCn1c(NCCO)nc2c1c(=O)n(C)c(=O)n2C,/,5%,4%,11%,-3%,-2.3,0%,1%,-1%
O=C(COC(=O)c1ccccc1)NCC1CCCO1 (stereo not given),7,4%,0%,11%,-4%,2.1,-3%,5%,-10%
Cc1ccc2nc3c(c(Nc4ccc5c(c4)OCCO5)c2c1)CCC3,-17,-1%,-7%,6%,7%,-0.3,-11%,6%,15%
CC(=O)c1cccc(N(C(=O)c2ccco2)C(C(=O)NC2CCCC2)c2ccc(N3CCOCC3)cc2)c1 (stereo not given),-1,0%,5%,-9%,7%,-0.8,-8%,1%,-4%
CC(=O)Oc1ccc(N(C(C)=O)S(=O)(=O)c2ccc(Cl)cc2)c2ccccc12,1,-2%,18%,0%,11%,3.0,-2%,17%,0%
CS(=O)(=O)c1nsc2nc(=O)c(/C=C3\C=Nc4ccccc43)c(N)n12,-72*,-14%,-1%,-3%,-3%,-0.2,-21%,-3%,-26%
CC(C)CC(NC(N)=O)C(=O)OCC(=O)N(Cc1ccccc1)Cc1ccccc1 (stereo not given),-6,-10%,-3%,-3%,-3%,-0.8,2%,-1%,4%
COc1ccccc1N1CCN(CCNC(=O)Nc2cccc(C)c2C)CC1,7,-34%,17%,-4%,4%,0.1,-18%,-3%,16%
CC1(C(=O)NS(=O)(=O)C2CC2)CCCN(C(=O)c2cccs2)C1 (stereo not given),-6,-3%,-7%,7%,-4%,-0.1,0%,13%,-23%
COc1ccc([N+](=O)[O-])cc1NS(=O)(=O)Cc1ccccc1,1,-8%,2%,-5%,2%,0.8,-1%,3%,1%
O=C(O)c1cnc(-c2ccccc2)nc1C(F)(F)F,3,-9%,1%,-10%,5%,1.2,-19%,-5%,2%
CC(=O)c1ccc(NC(=O)CCC(=O)OCC(=O)c2cccc([N+](=O)[O-])c2)cc1,0,4%[57.1 µM],-5%,-8%,3%,0.1,2%,-2%,-30%
CC(C)c1ccc2c(c1)CCC1C(C)(CN)CCCC21C (stereo not given),31,5%,-18%,1%,10%,-0.8,-10%,-2%,28%
CC(=O)Nc1ccc(NC2(C)C(=O)c3ccccc3C2=O)cc1,-12,-21%[57.1 µM],19%,9%,-2%,0.1,1%,1%,-19%
COCCOC(=O)C(CC(=O)O)NCc1ccco1 (stereo not given),1,-1%,4%,5%,10%,-1.0,-3%,0%,-10%
CCCS(=O)(=O)NC(=O)C1(C)CCCN(C(=O)c2cccc(Cl)c2)C1 (stereo not given),1,-1%,-11%,-5%,-1%,0.1,6%,4%,13%
COc1ccc(S(=O)(=O)Nc2cc(C)ccn2)cc1OC,/,-8%,4%,8%,7%,-2.0,-2%,-8%,1%
Cn1c(-c2sc3ccccc3c2Cl)n[nH]c1=S,-22,7%,-46%[inhibitor],15%,5%,-1.4,-22%,-18%,25%

# A different layout for four compounds above:
# Order of values: PI5P4Ka inh	WRN inhibitor	Abeta rescue	EPAC1 antagonist	EPAC1 ag	IL2 activator	PLK1 PBD block	aSyn yeast inh	FUS suppressor
Cn1c(-c2sc3ccccc3c2Cl)n[nH]c1=S
    -22	7%	-46%[inhibitor]	15%	5%	-1.4	-22%	-18%	25%
Cc1ccc2nc3c(c(Nc4ccc5c(c4)OCCO5)c2c1)CCC3
    -17	-1%	-7%	6%	7%	-0.3	-11%	6%	15%
CC(C)c1ccc2c(c1)CCC1C(C)(CN)CCCC21C (stereo not given)
    31	5%	-18%	1%	10%	-0.8	-10%	-2%	28%
CC(=O)Oc1ccc(N(C(C)=O)S(=O)(=O)c2ccc(Cl)cc2)c2ccccc12
    1	-2%	18%	0%	11%	3.0	-2%	17%	0%

# Screens deposited in PubChem by National Center for Advancing Translational Sciences (NCATS).
